Screens as filed in PubChem.
Growth percent in the NCI-60 one-dose screen (48 h, 10 µM unless noted): 100 = growth as untreated, 0 = no growth, -100 = all killed.
NCI-H522 = NCI-H522 lung cancer. actives 8% (n = 78,000). AID 1794739
COLO 205 = COLO 205 colon cancer. actives 7.3% (n = 79,000). AID 1794742
SW-620 = SW-620 colon cancer. AID 1794795. actives 5.2% (n = 82,000)
HT29 = HT29 colon cancer; actives 7.4% (n = 81,000); AID 1794748
NCI-H460 = NCI-H460 lung cancer | actives 6.8% (n = 82,000)
HCT-15 = HCT-15 colon cancer; actives 5.2% (n = 82,000); AID 1794746
NCI-H226 = NCI-H226 lung cancer; actives 3.5% (n = 79,000)
NCI-H23 = NCI-H23 lung cancer | actives 4% (n = 80,000) | AID 1794731
NCI-H322M = NCI-H322M lung cancer | actives 2.7% (n = 80,000) | AID 1794733
* marks the source's active call; other numbers are inactive results; . = no result given; & = joins results of further samples. Rule for the calls: active = growth percent below 10; inactive = the rest. Not a hit list. About 12% of those tested had a hit in this group.

Every second line gives: NCI-H522, COLO 205, SW-620, HT29, NCI-H460, HCT-15, NCI-H226, NCI-H23, NCI-H322M
C=C(C)[C@@H]1CCC=C2CC[C@]3(C)[C@H](CC[C@@H]4[C@@]5(C)CC[C@H](OC(=O)c6cccnc6)C(C)(C)[C@@H]5CC[C@]43C)[C@H]21
  82.5, 113.4, 108.2, 73.2, 112.7, 99.4, 109.2, 99.9, 96.6
CC1CCCCN1CCCNC(=O)N/C(N)=N/c1nc2ccccc2s1 (stereo unspecified)
  72.2, -58.6*, ., 3.1*, 42.2, -13.6*, 48.5, 58.8, 77.0
COc1ccc2[nH]cc(-c3nc(-c4c[nH]c5c(Cl)nccc45)cs3)c2c1
  25.8, 42.2, 2.0*, 15.8, -3.6*, -16.1*, 40.3, 54.1, 72.2
NCC1=C(c2ccccc2)Nc2ncc(-c3ccc(Br)cc3)n2C1O (stereo unspecified)
  81.5, 96.2, 105.7, 92.2, 102.1, 103.3, 89.9, 91.6, 97.8
COc1ccc(C(=O)c2cc3c(N)c(C(=O)Nc4ccc(Cl)cc4)sc3nc2C)cc1
  43.8, 85.8, 64.3, 54.2, 68.4, 55.9, 57.1, 89.7, 87.1
O=C(CO[N+](=O)[O-])Nc1ccc(C(=O)/C=C/c2ccc(Cl)cc2)cc1
  38.7, 36.1, -61.8*, -23.4*, 84.9, 58.9, 81.7, 5.5*, 71.5
CN(C)CCCNC(=O)c1cc(NC(=O)c2cc(NC(=O)c3ccc(/C=C/c4ccccc4)cc3)cn2C)cn1C
  -16.4*, 32.0, 7.4*, 2.7*, 19.5, 44.3, 50.3, 43.9, 73.4
COc1ccc(-c2ccc(O)c(C(=O)/C=C/c3cc(OC)c(OC)c(OC)c3)c2)cc1OC
  77.3, 87.6, 81.8, 82.2, 70.6, 81.2, 85.0, 79.4, 91.5
CS(=O)(=O)Nc1cc(-c2ccc3ncnc(Nc4ccc(F)c(Cl)c4)c3c2)cnc1Cl
  14.0, -57.2*, 13.8, 9.6*, 10.6, 8.4*, 17.6, 16.9, 3.9*
COc1ccc(/C=C2\CN(C)CC3C2=NN(c2ccc(S(N)(=O)=O)cc2)C3c2ccc(OC)cc2)cc1 (stereo unspecified)
  88.2, 101.1, 96.0, 88.6, 89.1, 93.8, ., 106.9, 118.5
COc1ccc(CCN2C(=O)CCC3=C2CCCC3=O)cc1OC
  ., 88.6, 106.9, 107.8, 106.4, 97.6, 104.6, 98.2, 98.0
Cc1ccc(C)c2c1sc1nnc(Cl)c(=O)n12
  106.1, 106.0, 99.7, 102.4, 103.7, 102.1, 100.0, 116.1, 113.1
CC12CC[C@@H]3[C@]4(C)COC(c5cccc(Cl)c5)O[C@@H]4CC[C@@]3(C)[C@@H]1CC(C1=CCOC1=O)O2 (stereo partly specified)
  70.0, 95.0, 91.3, 80.7, 87.9, 80.1, 72.3, 69.1, 94.9
COc1cc(N=Nc2cccc(S(=O)(=O)O)c2)ccc1NC(=O)Nc1ccc(N=Nc2ccc(O)c(C(=O)O)c2)cc1
  120.9, 89.6, 106.0, 108.8, 114.7, 72.9, 93.3, 104.8, 72.9
CC(=O)C(C)c1ccccc1 (stereo unspecified)
  92.8, 111.2, 113.3, 105.4, 107.7, 98.4, 94.1, 92.3, 108.3
C=C(C)[C@@H]1CC[C@]2(C(=O)O)CC[C@]3(C)[C@H](CC[C@@H]4[C@@]5(C)C[C@@H](Cc6cn([C@H]7C[C@H](n8cc(C)c(=O)[nH]c8=O)O[C@@H]7CO)nn6)[C@H](O)C(C)(C)[C@@H]5CC[C@]43C)[C@@H]12
  68.7, 112.5, 97.1, 96.7, 82.3, 96.6, 100.4, 100.2, 108.6
COc1cccc(CCC2C(=O)CCCC2=O)c1
  ., 99.5, 111.5, 111.4, 116.6, 107.6, 111.3, 102.8, 102.2
COc1cc(CNC(=O)/C=C/c2ccccc2)ccc1OCc1cn(-c2ccc(C#N)cc2)nn1
  80.0, 102.7, 98.7, 103.0, 92.8, 96.6, 86.0, 90.5, 93.3
CCCCCCCCSc1ncnc2c1ncn2CO
  66.4, 104.4, 93.8, 91.0, 86.6, 97.1, 58.5, 50.8, 139.7
COc1cccc(/C=N/Nc2nnc3n2N=C(c2ccccc2)CS3)c1
  85.9, 110.0, 103.8, 117.8, 100.9, 95.7, 90.7, 101.3, 102.9
NC(=O)CSCc1ccccc1
  91.3, 105.8, 108.9, 102.9, 114.4, 101.9, 100.2, 99.0, 101.8
NCc1ccc(S(=O)(=O)Nc2nccs2)cc1
  83.9, 117.6, 102.7, 110.0, 107.4, 102.6, 95.9, 91.8, 105.3
O=c1cc(N/N=C/c2ccc(Cl)cc2)c2ccccc2[nH]1
  79.3, 98.9, 100.4, 88.7, 113.2, 99.8, 100.3, 93.6, 102.3
COC1OCC(OS(=O)(=O)c2ccc(C)cc2)C(OC(=O)c2ccccc2)C1OC(=O)c1ccccc1 (stereo unspecified)
  19.0, 36.4, 19.5, 7.5*, 17.4, 38.3, 68.4, 68.4, 76.6
O=c1[nH]nc(Sc2ccccc2)c(=S)[nH]1
  103.0, 93.9, 105.6, 101.9, 111.2, 94.0, 82.7, 99.8, 116.3
COc1cc(-c2nn(-c3cccc(NC(=O)Nc4ccccc4)c3)cc2-c2ccncc2)ccc1Cl
  67.4, 92.4, 82.8, 84.0, 93.7, 84.5, 92.3, 100.4, 95.5
c1ccc(CSc2ncnc3c2ncn3C2CCCCO2)cc1 (stereo unspecified)
  ., 105.7, 100.7, 107.8, 109.5, 93.6, 109.2, 99.1, 113.9
O=S(=O)(Cc1ccc(Cl)cc1)Cc1ccc(Cl)cc1
  86.8, 104.3, 102.7, 91.1, 103.4, 105.9, 109.8, 105.1, 90.1
O=C(Nc1ccccc1)c1cc(-c2cccnc2)nc2ccccc12
  95.2, 122.1, 104.1, 101.3, 95.2, 99.4, 101.6, 124.3, 93.4
C=C1C(=O)O[C@H]2[C@H]1CC/C(COC(=O)NCCc1c[nH]c3ccccc13)=C\CC[C@@]1(C)O[C@@H]21
  -85.7*, -38.2*, -33.2*, -39.8*, 54.2, -9.6*, 57.3, 59.5, 83.2
CCOC(=O)c1ccc2c(c1N1CCN(c3ccc(F)cc3)CC1)N(O)ON2
  75.6, 130.7, 118.6, 98.2, 104.8, 91.9, ., 103.6, 105.1
COc1ccc(N=Nc2c(N)nn3cc(-c4nc5ccccc5s4)c(N)nc23)cc1
  94.8, 99.7, 105.3, 107.4, 101.5, 103.2, 90.0, 98.4, 95.2
O=C1NC(Cc2ccccc2)C(=O)O1 (stereo unspecified)
  89.7, 121.5, 103.6, 98.7, 110.0, 104.5, 95.8, 101.8, 110.8
c1ccc(-c2ccccc2OCC2CO2)cc1 (stereo unspecified)
  88.6, 110.1, 110.8, 103.6, 112.1, 97.3, 112.3, 106.6, 107.2
N#CC1=C(N)Oc2cc3ccccc3cc2C1c1ccccc1Cl (stereo unspecified)
  83.7, 120.7, 99.1, 105.7, 100.6, 108.3, 77.3, 89.3, 96.9
N=C1C(c2nc3ccccc3s2)=C(O)CN1c1cccc(C(=O)O)c1
  110.6, 128.6, 102.6, 108.8, 113.2, 112.3, 104.6, ., 109.6
COc1ccccc1C(C[N+](=O)[O-])c1c[nH]c2ccccc12 (stereo unspecified)
  23.9, 97.5, 57.5, 56.4, 98.3, 52.1, 92.0, 86.5, 92.3
O=S(=O)(O)c1cccc2cccc(O)c12
  102.5, ., 106.6, 109.0, 117.4, 109.6, 107.3, 93.9, 123.3
Cc1ccc(-c2nc(N(C)CC(O)C(O)C(O)C(O)CO)c3oc(-c4ccc(C)cc4)nc3n2)cc1 (stereo unspecified)
  90.9, 113.4, 104.7, 98.9, 100.9, 107.6, 99.6, 98.9, 94.7
CC(C)CCCC(C)C1CCC2C3CCC4CC(NC(=O)C[N+]5(C)CCOCC5)CCC4(C)C3CCC12C (stereo unspecified)
  94.7, 117.2, 101.2, 100.4, 108.2, 102.4, 87.5, 94.1, 92.4

Looked up by structure from the entries so far, 2 records:
Every second line gives: NCI-H522, COLO 205, SW-620, HT29, NCI-H460, HCT-15, NCI-H226, NCI-H23, NCI-H322M
COC1OCC(OS(=O)(=O)c2ccc(C)cc2)C(OC(=O)c2ccccc2)C1OC(=O)c1ccccc1 (stereo unspecified)
  19.0, 36.4, 19.5, 7.5*, 17.4, 38.3, 68.4, 68.4, 76.6
COc1ccc(N=Nc2c(N)nn3cc(-c4nc5ccccc5s4)c(N)nc23)cc1
  94.8, 99.7, 105.3, 107.4, 101.5, 103.2, 90.0, 98.4, 95.2

The listing picks up, starting three compounds before the break.
Every second line gives: NCI-H522, COLO 205, SW-620, HT29, NCI-H460, HCT-15, NCI-H226, NCI-H23, NCI-H322M
O=S(=O)(O)c1cccc2cccc(O)c12
  102.5, ., 106.6, 109.0, 117.4, 109.6, 107.3, 93.9, 123.3
Cc1ccc(-c2nc(N(C)CC(O)C(O)C(O)C(O)CO)c3oc(-c4ccc(C)cc4)nc3n2)cc1 (stereo unspecified)
  90.9, 113.4, 104.7, 98.9, 100.9, 107.6, 99.6, 98.9, 94.7
CC(C)CCCC(C)C1CCC2C3CCC4CC(NC(=O)C[N+]5(C)CCOCC5)CCC4(C)C3CCC12C (stereo unspecified)
  94.7, 117.2, 101.2, 100.4, 108.2, 102.4, 87.5, 94.1, 92.4
CCOC(=O)C(=O)C1CCCCC1=O (stereo unspecified)
  101.0, 111.7, 96.0, 104.5, 100.5, 94.8, 88.8, 99.1, 112.3
COC(=O)/C=C/c1cc(OC)c2c(c1)[C@@H](C(=O)OC)[C@H](c1ccc(OC)c(OC)c1)O2
  22.1, 23.9, 30.4, 11.0, 59.7, 32.2, 79.4, 38.9, 98.3
COc1ccc(/C=C2\SC(=Nc3cc(C)on3)NC2=O)cc1
  100.0, 103.1, 99.0, 107.9, 103.0, 99.3, 102.2, ., 97.7
CCOC(=O)C1=C(C(=O)c2ccc(Br)cc2)C(c2ccc(O)c(O)c2)NC(=S)N1 (stereo unspecified)
  91.7, 113.8, 95.1, 108.2, 101.1, 98.2, 75.5, 104.3, 94.8
CCN(CC)CC(O)CNc1ccnc2cc(Cl)c(Cl)cc12 (stereo unspecified)
  94.1, 78.1, 97.3, 77.6, 100.4, 69.5, 84.9, 101.8, 92.1
Cc1[nH]c(/C=C/C(=O)c2ccc(C(F)(F)F)c(F)c2)c(C)c1C(=O)NC(C)(C)C
  98.6, 107.7, 93.7, 99.7, 92.9, 93.0, 77.7, 93.7, 91.3
O=C(O)C#CC(=O)O
  86.7, 113.2, 103.9, 100.4, 107.2, 107.1, 92.2, 96.8, 99.6
O=C(CSc1nc2ccccc2c(=O)n1CCc1ccccc1)Oc1ccccc1
  63.7, 112.4, 94.3, 94.2, 86.3, ., 87.4, 75.8, .
N#CC1(C#N)C2CCCC(O)(C2(O)O)C1(C#N)C#N (stereo unspecified)
  84.9, 100.7, 102.6, 93.4, 109.0, 96.8, 103.5, 103.5, 101.6
COc1ccc(C2CC(c3cc(C)ccc3C)=NN2c2ccc(S(=O)(=O)NC(=O)NCc3ccccc3)cc2)cc1 (stereo unspecified)
  ., 87.8, 92.5, 85.6, 88.5, 67.6, 81.9, 93.7, 84.5
CC1=CC(C)(C)NC(=S)N1CCO
  102.6&94.4, 104.2&106.9, 97.7&100.5, 107.1&102.9, 100.5&104.5, 95.8&106.5, 106.1&100.7, 107.3&101.9, 101.0&103.8
CCCCSc1nc(Nc2ccc(C(C)=O)cc2)c(C#N)c(-c2ccc(F)cc2)n1
  96.6, 121.6, 101.1, 105.3, 118.2, 95.6, 96.4, 82.6, 106.1
CN1c2ccccc2N(C)C1c1ccc2c(c1)OCO2
  85.3, 115.3, 90.5, 92.6, 79.6, 90.4, ., 94.9, 120.2
CC(C)[C@@H](NS(=O)(=O)N(c1cccc(F)c1)C1CCN(Cc2ccc(O)cc2)CC1)C(=O)O
  84.1, 107.2, 102.8, 101.6, 98.8, 91.9, 102.0, 41.8, 117.8
COc1cc(-c2nc3c(ncc4ccc(=O)[nH]c43)s2)cc(OC)c1OC
  101.1, 101.4, 99.3, 103.0, 102.3, 100.0, 91.9, 87.8, 96.5
O=C(CSc1nnc(-c2ccc(Cl)cc2)o1)c1ccccc1
  78.6, 107.9, 107.2, 96.1, 104.5, 99.0, 96.3, 88.7, 118.6
N#Cc1c(-c2ccc(Cl)cc2)nc(SCC(=O)NC2=NN=C(c3ccccc3)CS2)[nH]c1=O
  66.4, 80.7, 91.6, 104.2, 109.8, 72.4, 105.5, 76.3, 89.7
Cc1ccc(CN2CC(C(=O)OCC(=O)NC(=O)C3COc4ccccc4O3)CC2=O)cc1 (stereo unspecified)
  31.8, 108.4, 97.1, 99.2, 108.2, 107.7, 106.0, 85.6, 114.7
CC(C)=CCc1cc2c(cc1O)C1=C(C(=O)C3=C(NCCS3(=O)=O)C1=O)C(C=C(C)C)O2 (stereo unspecified)
  -4.4*, 29.4, 6.3*, 47.9, 17.7, 39.8, 57.9, 25.7, 11.4
CC[C@H](C)[C@H](NC(=O)CSc1nnc(-c2ccc(NC(=O)c3cccnc3)cc2)o1)C(=O)O
  99.0, 101.1, 102.5, 104.3, 111.8, 110.7, 93.5, 99.4, 106.8
COc1cc(-c2ccc(-c3ccc(C(=N)N)cn3)s2)cc(OC)c1OC
  82.0, ., 95.5, 69.1, 101.6, 100.3, 115.0, 91.0, 93.2
Clc1ccc(Nc2ccnc(N3CCN(c4ccnc5cc(Cl)ccc45)CC3)n2)cc1
  35.1, 46.5, 48.5, 32.2, 48.4, 20.4, 62.5, ., 48.6
CCCc1cccc(-c2ccccc2)c1O
  96.9, 125.4, 110.9, 97.2, 112.6, 110.9, 97.2, 107.5, 117.4
CN(C)CCCSSCCCN(C)C
  90.2, 105.9, 100.0, 110.2, 112.0, 103.0, 100.2, 97.2, 102.5
CC(=O)Nc1ccc2c(c1)C(=Nc1cccc(C)c1)c1ccccc1-2
  ., 112.9, 106.1, 102.2, 105.6, 99.5, 94.8, ., .
c1nc(SCC2CO2)c2ncn(CC3CO3)c2n1 (stereo unspecified)
  93.0, 100.4, 103.4, 102.7, 108.2, 101.3, 99.4, 98.3, 104.3
